# Nrf2 activator: activates Nrf2 signaling | 410,000 compounds, 0.31% hits | Potency, µM (titrated, usually from 46.1 µM), for inactives: at the highest dose activation, actives largely listed as activators | AREc32 ARE-luciferase reporter (MCF7-derived line), luminescence, 24 h | AID 624171; also: % of control where 0% means no effect; nearly all actives have a fitted effect of over 65% in size
#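 Luminescent ARE reporter assay in AREc32_Fluc cells: overnight plating at 37 deg C, 24 hr compound incubation, Steady-Glo added, 30 min RT before reading.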
# A549 viability: counter-screen for Nrf2 inhibitors: cytotoxicity in A549 cells | AID 504648 | Potency, µM (doses to about 46 µM), inactives show top-dose activity change, negative = cytotoxicity, usual class: inhibitors | A549 ARE-Fluc cells, CellTiter-Fluor viability, 18-24 h | 390,000 compounds, 0.16% hits; also: % is scaled to controls: 0 for no effect and ±100 for the full control effect
#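 Cytotoxicity counterscreen: CellTiter-Fluor fluorescence was measured in A549 ARE_Fluc cells after 18-24 h of compound exposure in a concentration series. The subsequent BugLite luminescent read reports ARE-luciferase activity.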
# TGFb SMAD3 inh: blocks TGF-b signaling. HepG2 CAGA-GFP TGF-b/SMAD3 reporter, GFP fluorescence, 18 h; TGF-beta stimulated, 500 pg/mL final. Potency, µM (highest dose often 46.1 µM), for inactives: at the top dose activity, negative = inhibition, usual class: inhibitors. 410,000 compounds, 1.2% hits. AID 588855; also: % is scaled to controls: 0 for no effect and ±100 for the full control effect; nearly all actives have a fitted effect of over 65% in size
#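 First, reporter cells (HEPG2 CAGA-GFP) rested 2 h at 37 degrees C. Next, compounds were pinned in and TGF-beta added to 500 pg/mL final. After 18 h, GFP was imaged per cell and summed per well.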
# MCF10A rereplic: induces DNA re-replication in MCF 10a normal breast cells | 350,000 compounds, 2.9% hits | Potency, µM (top dose mostly 46.1 µM), for the others: top-dose activity, positive = re-replication, most hits filed as activators | MCF 10A DNA re-replication, Hoechst nuclear intensity, 48 h; also: % of control where 0% means no effect; nearly all actives have a fitted effect of over 50% in size
# EPAC2 antag: antagonists of human EPAC2; Q8WZA2; EPAC2 GEF exchange of Rap1B-BODIPY-GDP, fluorescence; Potency, µM (top dose mostly 114 µM), inactives show top-dose activity, negative = inhibition, most hits filed as inhibitors; 360,000 compounds, 0.18% hits; AID 720708; also: % is scaled to controls: 0 for no effect and ±100 for the full control effect; nearly all actives have a fitted effect of over 45% in size; many of its hits are not listed in these tables
# Target sequence (Q8WZA2 whole entry, looked up): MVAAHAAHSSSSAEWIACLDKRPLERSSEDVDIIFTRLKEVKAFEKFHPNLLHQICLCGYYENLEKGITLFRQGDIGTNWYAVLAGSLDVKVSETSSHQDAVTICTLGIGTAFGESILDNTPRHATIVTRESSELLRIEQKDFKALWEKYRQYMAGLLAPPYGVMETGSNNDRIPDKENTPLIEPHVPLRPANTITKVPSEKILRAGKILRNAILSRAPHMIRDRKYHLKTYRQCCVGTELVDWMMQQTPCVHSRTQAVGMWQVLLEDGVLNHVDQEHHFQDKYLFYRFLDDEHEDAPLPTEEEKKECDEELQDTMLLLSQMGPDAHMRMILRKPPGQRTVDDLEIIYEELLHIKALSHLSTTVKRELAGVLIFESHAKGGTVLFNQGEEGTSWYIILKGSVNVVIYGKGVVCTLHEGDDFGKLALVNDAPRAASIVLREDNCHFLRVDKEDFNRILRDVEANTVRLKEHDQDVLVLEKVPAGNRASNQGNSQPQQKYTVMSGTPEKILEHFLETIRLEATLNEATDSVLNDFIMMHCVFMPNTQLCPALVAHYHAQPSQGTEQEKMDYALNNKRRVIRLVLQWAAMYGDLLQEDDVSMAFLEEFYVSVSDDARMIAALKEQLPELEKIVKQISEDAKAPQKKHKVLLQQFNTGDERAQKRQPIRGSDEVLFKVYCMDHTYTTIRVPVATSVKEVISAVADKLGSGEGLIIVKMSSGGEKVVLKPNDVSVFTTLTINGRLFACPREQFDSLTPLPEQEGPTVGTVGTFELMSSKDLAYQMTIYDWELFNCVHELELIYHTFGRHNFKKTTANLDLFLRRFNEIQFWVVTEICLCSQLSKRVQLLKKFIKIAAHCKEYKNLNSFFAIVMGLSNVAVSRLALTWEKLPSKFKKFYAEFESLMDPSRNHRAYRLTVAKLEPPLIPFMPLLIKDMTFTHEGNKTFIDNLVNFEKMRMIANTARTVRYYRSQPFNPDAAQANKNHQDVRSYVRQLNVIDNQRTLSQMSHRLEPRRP
# ATXN2 expr inh: reduces ATXN2 reporter expression in HEK-293 cells; HEK-293 ATXN2-luciferase reporter, luminescence, 24 h; 360,000 compounds, 0.72% hits; Potency, µM (highest dose often 57 µM), inactives show at the top dose activity change, negative = inhibition, usual class: inhibitors; also: % is scaled to controls: 0 for no effect and ±100 for the full control effect; nearly all actives have a fitted effect of over 55% in size
#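 qHTS (up to 57 uM final) was run with 24 h compound exposure of reporter cells at 37 °C. Each well was multiplexed: SteadyGlo luminescence measured ATXN2-luciferase expression after a fluorogenic Gly-Phe-AFC viability readout (25 uM final).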
# ATXN viability: reduces viability in counter-screen for ATXN expression inhibitors; S2 cells (HEK-293 line with an ATXN2-luciferase reporter) viability, CellTiter-Fluor protease fluorescence, 24 h; Potency, µM (highest dose often 56.7 µM), actives largely listed as cytotoxic; 400,000 compounds, 0.49% hits; AID 651635; also: nearly all actives have a fitted effect of over 40% in size
# Nrf2 inh: inhibitors of Nrf2 signaling; A549 ARE-Fluc reporter, luciferase luminescence, 18-24 h; Potency, µM (doses to about 46 µM), inactives show at the highest dose activity change, negative = inhibition, most hits filed as inhibitors; 360,000 compounds, 2.1% hits; AID 504444; also: % is scaled to controls: 0 for no effect and ±100 for the full control effect; nearly all actives have a fitted effect of over 60% in size
#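 In this cell-based qHTS, ARE-driven firefly luciferase in A549 cells reports Nrf2 activity; the luminescent signal after BugLite lysis is the measured value, with a prior CellTiter-Fluor read for cell health.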
# HepG2 viability: counter-screen for TGF-b inhibitors: cytotoxicity in HepG2 cells. 410,000 compounds, 0.76% hits. HepG2 CAGA-GFP viability, ATP luminescence, 18 h. Potency, µM (doses to about 46.1 µM), without a hit: at the highest dose activity change, negative = cytotoxicity, hits mostly cytotoxic. AID 588856; also: some results filed as inactive show a strong effect at the top dose
#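 CellTiter-Glo luminescence gave cytotoxicity after 18 hours at 37 degrees C. The cells were HepG2 CAGA-GFP in 1% FBS DMEM, stimulated with 500 pg/mL TGF-beta after compound addition. %Activity was normalised to no-cell wells (complete cell-killing) and DMSO (no toxicity), and curves were fitted and classified.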
# Active calls of the source: *; i = inactive; ? = inconclusive; . = no result given; & = joins results of further samples; [ ] = dose if it differs, or a comment. Calls follow the shape of the dose curve; as a rule, active = well fitted curve in the direction sought with a large enough effect; inconclusive = small, poorly fitted or top-dose-only effect, or another doubt; inactive = no such curve, though single readings can be large; an effect the other way counts as inactive or inconclusive. Potency is read from the fitted curve at half-maximal effect. These rows are one share of the data; rates above refer to the full screens.
# Each structure is followed by: Nrf2 activator, A549 viability, TGFb SMAD3 inh, MCF10A rereplic, EPAC2 antag, ATXN2 expr inh, ATXN viability, Nrf2 inh, HepG2 viability
1: COc1cc(OC)c(NC(=O)c2ccc(F)cc2)cc1Cl
 : 3.4%, 4.1%, 2.8%, ?, -9.1%, 2.0%, i, ?, -18.1%
2: C[n+]1c2n(c3ccccc31)N=C(c1ccc(-c3ccccc3)cc1)CS2
 : -0.7%, ?, ?, 32.5%, 14.5%, ., ?, 10.3µM*, -4.8%
3: CN(C)S(=O)(=O)c1ccc(N2CCCC2)c(C(=O)N2CCN(S(=O)(=O)c3cccc(F)c3)CC2)c1
 : 0.5%, 10.1%, 1.2%, -33.8%[inhibitor], 0.2%, 19.1%, i, -18.2%, -7.6%
4: COCCNS(=O)(=O)c1ccc(OCC(=O)OC)c(Cl)c1
 : -0.2%, -1.8%, ?, 0.0%, 4.1%, -7.2%, i, 0.3%, -3.3%
5: CSC1=NC2(CCN(C(=O)NC3CCCCC3)CC2)N=C1c1ccc(C)c(C)c1
 : -0.4%, -2.8%, -29.9%, ., ., 6.9%, i, 3.8%, -5.6%
6: Cn1c(=O)c(=O)n(C)c2cc(S(=O)(=O)Nc3ccc(OC(F)(F)F)cc3)ccc21
 : -0.7%, 2.1%, 7.6%, 2.2%, -2.8%, 7.6%, i, ?, -10.8%
7: Cc1nn(Cc2ccccc2Cl)c(C)c1C(=O)NCCN1C(=O)S/C(=C\c2ccccc2)C1=O
 : 0.3%, 1.9%, -14.4%, 16.4µM*, -4.1%, 20.0%[11.3 µM], i, -29.3%, -25.6%
8: COc1ccccc1NS(=O)(=O)c1ccc(C(=O)NCC2(N(C)C)CCCCC2)cc1
 : -0.7%, -1.4%, 3.3%, ?, 18.0%, 7.5%, i, 2.8%, -6.5%
9: CC(C)C(=O)N1CCN(c2ccccc2NC(=O)c2ccc(C#N)cc2F)CC1
 : 4.8%, -4.5%, 30.3%[activator], -2.4%, -2.6%, -11.0%, i, -1.7%, -0.4%
10: CCOC(=O)C1=C(Nc2ccc(Cl)cc2)OCC1=O
 : -0.3%, -4.5%, 9.5%, -2.0%, 0.9%, -20.1%, i, -7.3%, -13.3%
11: COc1ccc(CC(=O)Nc2c(C(=O)N3CCN(c4ccccc4OC)CC3)oc3ccccc23)cc1OC
 : -0.2%, -11.6%, 6.7%, -2.7%, -13.4%, -23.4%, i, -23.2%, 1.0%
12: CCOC(=O)c1cc(CC)sc1/N=C/C1C(=O)CCCC1=O
 : 10.5%, 0.5%, -7.0%, 13.2%, -22.0%, -3.1%, i, ?, -10.4%
13: OC(CCCC(O)c1ccccc1)c1ccccc1 (configuration not stated)
 : -0.1%, 7.8%, -1.7%, -0.7%, -0.3%, 2.1%, i, ?, -1.6%
14: Cc1ccc(C)c(N(CC(=O)NC2CCCCC2)C(=O)CNC(=O)c2ccco2)c1
 : -0.7%, -8.0%, -20.2%, -3.7%, 1.9%, -10.4%, i, 3.6%, -34.1%
15: Cn1c(=O)[nH]c(=O)c2c1nc(N1CCOCC1)n2CC(=O)c1ccccc1
 : 0.1%, -6.6%, -3.0%, 3.1%, 3.7%, -4.0%, i, -2.9%, -14.1%

# (further entries)
# Each structure is followed by: Nrf2 activator, A549 viability, TGFb SMAD3 inh, MCF10A rereplic, EPAC2 antag, ATXN2 expr inh, ATXN viability, Nrf2 inh, HepG2 viability
16: CCOc1ccc2nc(N/C(N)=N/S(C)(=O)=O)nc(C)c2c1
 : 0.3%, -3.4%, -13.0%, 13.9%, -0.5%, -16.5%, ?, ?, -6.3%
17: CCc1ccc(N2CC(C(=O)NCc3ccco3)CC2=O)cc1 (configuration not stated)
 : 0.4%, 7.0%, 11.8%, -5.0%, 11.7%, 6.5%, i, ?, -1.6%
18: CCc1ccccc1NC(=O)CCC(=O)Nc1nnc(C(C)C)s1
 : -0.4%, -8.2%, 2.4%, 1.9%, -2.6%, 7.3%, i, -0.9%, -8.7%
19: COc1cccc(CSc2nc3cc(OC)c(OC)cc3c3nc(CCn4nc(C)cc4C)nn23)c1
 : 0.1%, -0.3%, 0.4%, ., ., -1.2%, i, -25.8%, -29.3%
20: COCCNC(=O)c1cc(-c2ccccc2)nn1CC1CC(c2cccnc2)=NO1 (configuration not stated)
 : -0.3%, -1.8%, -23.5%, 2.3%, -10.0%, 7.0%, i, -6.2%, -26.6%
21: CCN1CCCC1CNC(=O)Cn1nc(C)n2nc(-c3ccccc3)cc2c1=O (configuration not stated)
 : 0.7%, 3.4%, -0.3%, 13.5%, 3.5%, -9.6%, i, 1.8%, -10.6%
22: Cc1ccc2nc(NC(=O)CSc3nc4ccccc4o3)sc2c1
 : 5.9%, -1.2%, -17.1%, 1.3%, -1.1%, 34.7%, i, 6.8%, -32.4%
23: Cc1cc(Cl)ccc1OCC(=O)NCCCn1ccnc1
 : -0.3%, -6.2%, -2.3%, 14.3%, 1.9%, -1.9%, i, -5.1%, -2.3%
24: O=C(NCc1ccccc1)c1ccc(-c2cn[nH]c2)c2ccoc12
 : 5.6%[9.22 µM], ., 48.0%[activator], ., 9.7%, -12.6%, i, ., -21.4%
25: COc1ccccc1CNC(=O)c1ccc2nc(N3CCCCC3)sc2c1
 : 2.4%, 3.8%, 9.8%, ., ., 14.3%, i, ?, -2.2%
26: CCC(C)Sc1oc(-c2ccco2)nc1S(=O)(=O)c1ccc(C)cc1 (configuration not stated)
 : 2.4%, 2.8%, ?, ., ., -2.6%, i, 3.2%[9.27 µM], -10.2%
27: O=c1cc(-c2ccccc2)nc2cc(-c3ccc(F)cc3)[nH]n12
 : 3.6%&4.4%, -10.6%&-1.5%, -31.3%&-2.3%, ?, 9.3%, -1.2%&10.5%, i, ?, -23.6%&-27.5%
28: COc1ccc(/C=N/NC(=O)CNC(=O)C2COc3ccccc3O2)cc1OC (configuration not stated)
 : 2.1%, 2.3%, 0.0%, 18.7%, -2.9%, -12.9%, i, -6.7%, -9.7%
29: Cc1ccc(S(=O)(=O)N/N=C/c2cccc3nccnc23)cc1
 : 3.3%, -8.5%, -29.2%, 1.4%, 9.6%, ., i, -5.2%, -40.6%
30: CC1CCCC(NC(=O)COC(=O)Cc2ccc(Br)cc2)C1C (configuration not stated)
 : -0.5%, 3.3%, -10.7%, 6.9%, -3.8%, -4.7%, i, 23.4%, -3.5%

# (cont.)
# Each structure is followed by: Nrf2 activator, A549 viability, TGFb SMAD3 inh, MCF10A rereplic, EPAC2 antag, ATXN2 expr inh, ATXN viability, Nrf2 inh, HepG2 viability
31: Cn1c(=O)[nH]c(=O)c2c1nc(NCc1ccccc1)n2Cc1ccc(F)cc1
 : -0.8%, 1.5%, 3.9%, 16.0%, 0.6%, 15.4%, i, -10.9%, -7.7%
32: CC(C)(C)c1ccc(C(=O)Nc2ccc(F)cc2)s1
 : 0.4%, -9.7%, -23.2%, 9.4%, -0.2%, 32.8%[activator], ?, ?, 2.5%
33: CCN(CC)C(=O)CSc1nc2ccccc2c(=O)n1-c1ccccc1OC
 : -0.3%, ?, 8.4%, 1.1%, -15.3%, -8.9%, i, ., 1.7%
34: CCCc1nc2ccccc2n1Cc1ccccc1OC
 : -0.4%, -6.2%, 0.0%, 4.3%, -19.9%, -24.8%, i, ?, 6.0%
35: COc1ccc(NC2c3ccccc3C(=O)N2c2ccccn2)cc1Cl (configuration not stated)
 : 5.1%, ?, -15.3%, 8.5%, ?, 4.0%, i, -14.9%, -26.9%
36: CC(NCc1ccc(S(N)(=O)=O)cc1)C(=O)NCc1ccccc1 (configuration not stated)
 : -0.1%, 5.0%, 3.2%, -6.9%, 13.3%, 11.6%, i, 3.5%, 6.6%
37: Cc1c(C=O)cnn1CCC(=O)O
 : 0.5%, -1.5%, 7.9%, -4.7%, 8.8%, 2.9%, i, 6.8%, 7.5%
38: Cc1cccc(NC(=O)C(=O)NCc2ccccn2)c1
 : 0.6%, 7.2%, 0.3%, 10.7%, 1.4%, 27.7%, i, ?, -10.4%
39: CCOc1ccc(CN2C(=O)c3ccccc3C2=O)cc1C(=O)Nc1nnc(SCC)s1
 : 0.4%, 0.0%, 41.4%[activator], 1.3%, 1.6%, -18.6%, i, ?, 2.3%
40: CC1CCN(C(=O)CSc2nnc(CNC(=O)c3ccco3)o2)CC1
 : -0.7%, -4.5%, 1.0%, 0.9%, -2.3%, -5.6%, i, -10.6%, -2.3%
41: CSc1sc(C(=O)N(C)C)cc1S(=O)(=O)C(C)C
 : -1.1%, -14.7%, -8.4%, -1.7%, 0.0%, ., i, -19.7%, -7.0%
42: CC(C)(C)C(=O)NCc1ccc(C(=O)CSc2nnc(-c3ccncc3)n2C2CC2)s1
 : 0.2%, 4.6%, 18.1%, -1.7%, -2.9%, 11.2%, i, 5.7%, 2.3%
43: CC1(C(=O)Nc2cccnc2)Cc2c(-c3ccc4c(c3)OCO4)ccnc2O1 (configuration not stated)
 : -0.2%[9.22 µM], ., -3.2%, ., -26.0%, -19.8%, i, ., -26.6%
44: O=C(Nc1cc(S(=O)(=O)Nc2ccc(Cl)cc2)ccc1O)c1ccc(S(=O)(=O)N2CCCCCC2)cc1
 : 2.7%, 3.0%, ?, ?, 3.9%, -32.2%, i, 0.7%, -62.2%
45: Cc1ccc(F)cc1NC(=O)CCc1c(C)[nH]c(=O)c(C#N)c1C
 : 0.4%, 1.1%, 0.0%, 0.2%, 0.7%, -3.6%, i, -4.7%, -3.6%
46: COc1ccccc1Nc1ncnc2c1nc1n2CCCCC1
 : 5.9%, 10.9%, -1.9%, ., ., 11.1%, i, ?, -19.9%
47: CN(C)c1ccc(/C=C/C(=O)c2ccc(O)cc2)cc1
 : 17.3%, 4.3%, 61.2%[activator], ?, 32.3%[activator], 42.0%[activator], i, 5.17µM*, -12.6%
48: CCc1c(O)nc(SC2CC(=O)N(c3ccccc3)C2=O)[nH]c1=O (configuration not stated)
 : -0.4%, -3.1%, 0.0%, -5.1%, -2.1%, 2.9%, ?, -3.8%, 9.1%
